# Scp1 inh: Scp-1 (human) phosphatase inhibition | Recombinant Scp1, phosphopeptide, malachite green phosphate absorbance | inhibition, % at 20 µM | 0.88% of 340,000 active;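 active = inhibition above about 50% at 20 µM, limit read from the data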;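 also: plate controls were DMSO wells with enzyme for no effect and wells lacking enzyme for full effect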
#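 Test system: SCP-1 catalytic domain; Buffer or medium: Acidic Tris acetate buffer with magnesium and detergent; Also added: Phosphorylated 17-residue peptide substrate; Compound: single 20 µM dose, 1% DMSO; Schedule: enzyme reaction 45 min at room temperature, colour 5 min, stabilisation 30 min; Signal: Phosphate-binding colour reagent, absorbance read at 630 nm.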
# E coli Lon inh: inhibits E. coli Lon protease | AID 602123 | 0.42% of 360,000 active | inhibition, % at 7.94 µM | purified E. coli Lon protease, fluorescence polarization; in the data active = inhibition above about 13%, passing the limit was not always enough;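 also: 0% = enzyme with probe and DMSO and 100% = no enzyme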
# Target sequence (P0A9M0 whole entry, looked up): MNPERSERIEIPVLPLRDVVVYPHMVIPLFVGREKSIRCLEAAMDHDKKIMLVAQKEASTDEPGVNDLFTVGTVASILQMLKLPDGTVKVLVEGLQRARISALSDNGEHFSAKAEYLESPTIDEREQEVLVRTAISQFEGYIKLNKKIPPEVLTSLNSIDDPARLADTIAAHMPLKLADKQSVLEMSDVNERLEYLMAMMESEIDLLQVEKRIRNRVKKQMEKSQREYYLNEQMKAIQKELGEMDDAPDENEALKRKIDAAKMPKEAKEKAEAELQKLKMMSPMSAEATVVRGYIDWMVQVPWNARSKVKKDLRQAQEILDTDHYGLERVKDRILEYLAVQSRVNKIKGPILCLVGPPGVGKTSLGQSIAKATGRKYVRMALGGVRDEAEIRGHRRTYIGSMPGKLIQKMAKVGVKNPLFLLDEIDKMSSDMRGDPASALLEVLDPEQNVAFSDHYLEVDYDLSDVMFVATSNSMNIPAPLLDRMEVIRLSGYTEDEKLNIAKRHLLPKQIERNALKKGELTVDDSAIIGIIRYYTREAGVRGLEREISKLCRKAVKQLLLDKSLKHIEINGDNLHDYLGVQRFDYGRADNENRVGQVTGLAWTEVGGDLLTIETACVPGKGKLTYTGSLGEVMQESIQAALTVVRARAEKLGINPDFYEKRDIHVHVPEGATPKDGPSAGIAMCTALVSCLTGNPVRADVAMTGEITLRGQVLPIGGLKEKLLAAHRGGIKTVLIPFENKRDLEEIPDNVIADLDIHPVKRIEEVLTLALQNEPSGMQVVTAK
# MsrA inhibitor: inhibits bovine methionine sulfoxide reductase A; purified bovine MsrA, absorbance read-out; inhibition, % at 15.5 µM; 0.75% of 360,000 active; AID 651718; in the data active = inhibition above about 4.5%;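 also: 0% = vehicle wells with enzyme and 100% = reference inhibitor wells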
# SUMO1-SIM PPI: modulators of human SUMO1-mediated protein-protein interactions; P63165; SUMO1 binding to a labelled peptide, TR-FRET, 1 h; inhibition, % at 20 µM; 0.33% of 360,000 active; AID 602429; in the data active = inhibition above about 37%
# Target sequence (P63165 whole entry, looked up): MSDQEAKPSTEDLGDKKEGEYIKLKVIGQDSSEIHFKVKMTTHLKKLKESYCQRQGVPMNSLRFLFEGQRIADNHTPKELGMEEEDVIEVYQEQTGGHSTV
# NRP1-CendR mod: alters CendR peptide binding to human NRP-1 | 0.85% of 360,000 active | FAM-RPARPAR peptide binding to NRP-1, fluorescence polarization | AID 602438 | inhibition, % at 25 µM;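 active = inhibition or corrected inhibition above about 18%, plus a signal ratio from 0.5 to 1.5, limit read from the data, passing the limit was not always enough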; also: strong numbers were not always called active
# DNMT1 inh: inhibitors of human DNMT1. P26358. DNMT1 molecular beacon, Hinp1I cleavage, fluorescence. 0.83% of 360,000 active. inhibition (reported as % activation of signal), % at 10 µM; in the data active = inhibition above about 50%
# MsrA act: activates bovine MsrA enzyme; purified bovine MsrA, absorbance read-out; activation, % at 10.6 µM; 0.3% of 360,000 active; AID 602163; in the data active = activation above about 7.5%;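 also: 0% = vehicle and 100% = reference activator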
# LMPTP inh: LMPTP (human) inhibition; inhibition, % at 20 µM; AID 651560; recombinant LMPTP-A, OMFP fluorogenic substrate, fluorescence intensity; 0.22% of 360,000 active; P24666;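 active = compounds that cut the enzyme signal by at least half of the control window in the single-dose screen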;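 also: plate controls were DMSO wells with enzyme plus substrate for no effect and substrate without enzyme for full effect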
# Target sequence (P24666 whole entry, looked up): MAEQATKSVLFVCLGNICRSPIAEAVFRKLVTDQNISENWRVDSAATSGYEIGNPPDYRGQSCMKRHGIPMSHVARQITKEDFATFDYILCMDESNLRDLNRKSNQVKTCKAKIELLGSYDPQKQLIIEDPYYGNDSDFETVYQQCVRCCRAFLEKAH
#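 Test system: LMPTP-A, protein tyrosine phosphatase of low molecular weight; Input: 0.625 nM enzyme; Incubation: 50 min dark incubation at room temperature; Signal: endpoint fluorescence intensity from OMFP dephosphorylation; Read-out basis: % inhibition versus control wells.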
# STEP inh: blocks human striatal-enriched tyrosine phosphatase. P54829. recombinant STEP, OMFP fluorogenic substrate, fluorescence. inhibition, % at 20 µM. 0.25% of 360,000 active. AID 588621;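 active = inhibition at 20 µM, scaled per plate between control wells, above about 37%, limit read from the data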;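 also: 0% = DMSO with enzyme and substrate and 100% = substrate only without enzyme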
#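 Test system: STEP tyrosine phosphatase / Reagent: OMFP at 25 µM / Doses: 20 µM, 1% DMSO / Read-out: percent inhibition scaled to no-enzyme and uninhibited-enzyme controls, plate-pattern corrected / Detection: FITC-channel fluorescence of OMFP product / Medium: Bis-Tris buffer pH 6.0, 2.5 mM DTT, 0.005% Tween 20 / Schedule: 20 min at room temperature, dark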
# TbMetRS inhib: Trypanosoma brucei MetRS inhibition | purified T. brucei MetRS, ATP depletion, Kinase-Glo luminescence | inhibition, % at 11.9 µM | 0.4% of 360,000 active | AID 624268;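 active = inhibition above a per-plate cutoff of the control wells' mean inhibition plus 3 SD, cut at about 5.5% in these data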;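 also: 0% = DMSO wells median and 100% = median of wells with control inhibitor compound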
#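 Assay system: T. brucei methionyl-tRNA synthetase, purified | Medium: HEPES buffer with MgCl2, KCl, DTT, spermine, BSA, pyrophosphatase | Compound: 11.9 µM single point | Incubation: 15 min enzyme-compound preincubation, 2 h reaction, 10 min detection, 25 °C | Measured by: Kinase-Glo luciferase luminescence reporting remaining unconsumed ATP | Measure: % inhibition normalized to control-well medians | Replication: Singlicate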
# Active calls of the source: *; x = not tested or not shown.
SMILES,Scp1 inh,E coli Lon inh,MsrA inhibitor,SUMO1-SIM PPI,NRP1-CendR mod,DNMT1 inh,MsrA act,LMPTP inh,STEP inh,TbMetRS inhib
CC(C)(C)OC(=O)NCCCCCNC(=O)c1ncn2c1c(=O)[nH]c1ccccc12,x,-5,1.6,14,-4,1,-4,-0.8,1,-0.6
C[C@H]1CN([C@@H](C)CO)C(=O)CCCn2cc(nn2)CO[C@@H]1CN(C)C(=O)Nc1ccc(N2CCCCC2)cc1,x,2,1.6,-7,-10,-6,-6,-0.8,-1,-2.4
CC(=O)N1CCN(S(=O)(=O)c2c(C)n(C)c(=O)n(C)c2=O)CC1,-7,0,-0.4,5,9,2,-2,0.3,3,0.3
Cc1cc2nc(/N=C(\N)NC(=O)C(C)C)nc(C)c2cc1C,-13,-6,1.2,0,-8,-2,-4,1.0,3,-0.8
Cc1onc(-c2c(F)cccc2Cl)c1C(=O)OCC(=O)c1c(N)n(C)c(=O)n(C)c1=O,-17,1,0.8,2,15,-1,-1,0.3,-3,0.3
O=C(CSc1nc2ccccc2s1)N1CCOCC1,-4,-8,-0.8,0,-1,0,1,-1.0,2,-0.4
O=C(NCc1ccc2c(c1)OCO2)c1n[nH]c(=O)c2ccccc12,-7,3,-0.7,-4,4,-1,-4,-1.1,2,0.2
Cc1ccc(NC(=O)CCCC(=O)O)c(-c2nc3ccccc3[nH]c2=O)c1,6,5,0.7,-2,-3,3,-2,-1.3,2,-0.4
CN(CC(=O)Nc1ccc(N2CCOCC2)cc1)C(=O)CSc1ccc(Br)cc1,-1,-4,-0.2,-1,4,0,-10,-0.4,1,-0.2
COc1cccc(CNc2ccc(Br)cn2)c1O,0,-7,1.2,0,11,-4,-2,0.6,2,2.6
Cn1c(=NC(=O)CS(=O)(=O)c2ccc(F)cc2)sc2ccccc21,-3,-1,1.0,2,-16,2,-6,-1.2,2,-0.4
CCO[C@@H]1OC(C(=O)NCc2ccccc2)=C[C@H](c2ccc(Br)cc2)[C@H]1CCCO,-9,0,-0.6,5,24*,-5,0,1.4,-1,0.1
CCN(CC)c1ccc2c(C)c(Cl)c(=O)oc2c1,3,-1,0.4,-6,-2,4,-7,1.6,0,-0.6
O=C(NCc1ccc2c(c1)OCO2)C1Cc2ccccc2CN1C(=O)c1ccco1 (stereo unspecified),-1,2,-0.3,7,6,-1,-3,-0.7,8,0.2
O=C(CN1CCOCC1)OCCCC1CCCCC1,-7,-4,-0.7,0,-6,2,-4,-0.5,-1,-0.9
CCOC(=O)C1C(c2ccc3c(c2)OCO3)NC(=O)NC1(O)C(F)(F)F (stereo unspecified),-12,2,-0.9,1,4,3,-4,-2.8,3,-0.6
CCCCNc1c(N)n(CCC)c(=O)[nH]c1=O,-4,-4,0.3,-4,19,-2,-3,0.0,-3,0.0
CCn1nc2cc(C(=O)NCCc3cccs3)ccc2c1OC,-5,-45,1.1,-2,-4,6,-4,-1.0,0,0.2
CN(CC(=O)Nc1ccc(S(=O)(=O)N2CCCC2)cc1)Cc1ccc(Cl)cc1,10,-14,-0.4,2,0,-3,-1,1.4,-1,0.7
CC1Cc2nc(SCC(=O)NCc3ccco3)n(Cc3ccccc3)c(=O)c2S1 (stereo unspecified),-5,0,1.4,-7,-12,5,-3,-0.3,-1,-0.9

# Structures from the list above with two or more sulfur atoms (three):
SMILES,Scp1 inh,E coli Lon inh,MsrA inhibitor,SUMO1-SIM PPI,NRP1-CendR mod,DNMT1 inh,MsrA act,LMPTP inh,STEP inh,TbMetRS inhib
O=C(CSc1nc2ccccc2s1)N1CCOCC1,-4,-8,-0.8,0,-1,0,1,-1.0,2,-0.4
Cn1c(=NC(=O)CS(=O)(=O)c2ccc(F)cc2)sc2ccccc21,-3,-1,1.0,2,-16,2,-6,-1.2,2,-0.4
CC1Cc2nc(SCC(=O)NCc3ccco3)n(Cc3ccccc3)c(=O)c2S1 (stereo unspecified),-5,0,1.4,-7,-12,5,-3,-0.3,-1,-0.9

# Continued:
SMILES,Scp1 inh,E coli Lon inh,MsrA inhibitor,SUMO1-SIM PPI,NRP1-CendR mod,DNMT1 inh,MsrA act,LMPTP inh,STEP inh,TbMetRS inhib
O=C(c1ccc(Cl)cc1)n1c(NCc2ccccc2)n[nH]c1=S,-9,0,-1.8,-3,-20,4,-3,3.2,0,0.0
O=C1c2cccc3c([N+](=O)[O-])ccc(c23)C(=O)N1c1ccccn1,0,27*,9.2*,-21,15,32,-8,-0.2,-2,-0.3
CCOC(=O)c1c(C)n(C)c2ccc(OC)c(NC(=O)CN3CCCCC3)c12,-2,1,0.9,-1,-8,-7,0,1.3,0,-0.4
Cn1c(SCC(=O)Nc2nccs2)nnc1-c1ccncc1,3,-6,0.3,4,-3,1,-4,1.8,-2,-0.1
CCOC(=O)c1c(NC(=O)COC(=O)c2ccc(NC(=O)CC#N)cc2)sc(C(=O)NC)c1C,58*,-22,1.0,57*,-40,-10,0,40,1,-0.2
CCCCC(=O)Nc1nnc(CCOC)s1,1,-7,-0.3,2,-4,5,-15,0.2,-3,-1.2
O=C(O)c1ccc(Cl)c(NC(=O)C2CCN(S(=O)(=O)c3ccc4c(c3)OCCO4)CC2)c1,x,-14,1.3,10,-2,0,-3,-1.7,1,0.1
COc1ccc(C2C(C(C)=O)=C(O)C(=O)N2Cc2cccnc2)cc1 (stereo unspecified),-2,-7,1.2,-1,-19,-1,-3,-1.1,0,0.0
C=CCOc1ccc(C2C3=C(CCCC3=O)N(CC(=O)O)C3=C2C(=O)CCC3)cc1OCC,3,-1,2.0,-1,8,2,-6,-3.3,3,-0.1
CC(=O)N1N=C(c2ccc(Cl)cc2)OC1(C)C,-3,6,-0.1,-2,0,0,-1,-1.5,1,0.0
COc1ccc(CN=C2NC(=O)CC(C(=O)Nc3ccc([N+](=O)[O-])cc3C)S2)cc1 (stereo unspecified),-1,2,0.4,-12,6,-6,1,-0.5,-3,-0.3
CC(=O)Cn1c(=O)oc2ccccc21,5,1,-0.7,-2,-35,-1,-3,-0.5,1,1.4
CC(C)CN(C(=O)COc1ccc(-c2nnco2)cc1)C1CCS(=O)(=O)C1 (stereo unspecified),6,6,0.1,-4,10,3,-2,-1.1,-2,0.3
Cc1cc(C(O)c2ncc(-c3cccc(F)c3)[nH]2)ccc1F (stereo unspecified),x,-9,-0.2,-2,12,-2,-5,-1.8,-3,0.1
O=C(Cc1cccc(F)c1)Nc1ccc2c(c1)CCC2,-5,2,-0.5,0,-8,2,-1,0.2,-2,0.3
COc1ccc(/C=C2/CCc3ccccc3C2=O)cc1CN1CCOCC1,-1,-3,1.1,-8,-8,-1,-2,-1.8,0,-0.6
CCOC(=O)c1ccc(NC(=O)NCc2ccc(OC)cc2)cc1,-1,-3,-1.2,5,0,-2,-3,-0.7,-4,0.0
Cc1noc(C)c1S(=O)(=O)NC(=O)C1(C)CCN1C(=O)Cc1ccc(Cl)cc1Cl (stereo unspecified),x,-1,0.6,27,1,-4,2,-2.3,2,0.0
C#CC(CC)(CC)NC(=S)Nc1ccc(S(N)(=O)=O)cc1,-6,-1,0.8,0,-3,0,-3,0.0,0,-0.1
c1ccc2c(c1)OCCOCCOCCO2,-4,-5,0.2,-5,5,2,-3,-0.6,0,-0.2
CCOc1cc(S(=O)(=O)NC2CCCC2)ccc1Cl,-16,6,0.8,1,22,-1,-3,0.8,0,-0.4
COc1ccc(S(=O)(=O)N(C)C[C@H]2Oc3ccc(NC(=O)NC(C)C)cc3C(=O)N([C@H](C)CO)C[C@@H]2C)cc1,-3,3,0.6,2,20,2,-4,-2.2,2,-0.3
COc1cc(NC(=O)CSc2nnc3n2C(C)(C)Cc2ccccc2-3)cc(OC)c1,-4,-6,-0.4,-1,13,-8,-6,-0.1,0,-0.7
COc1ccc(-n2ccn(CC(=O)Nc3ccc(OC)cc3OC)c(=O)c2=O)cc1,-2,2,1.0,-13,7,-1,-1,0.0,-4,-0.5
COc1ccc(NC(=O)Nc2ccc3nccnc3c2)cc1,-2,7,1.3,-9,-5,-1,-4,0.4,1,-0.6
Cc1cccc(C(=O)Nc2cccc(-c3cnc4ccccc4n3)c2)c1,-2,-9,0.8,-2,1,-7,1,1.7,2,0.0
Nc1nc2ccccc2cc1C(=O)NCc1ccc(Cl)cc1Cl,x,3,x,-4,-31,x,-1,2.5,x,1.2
O=C(OCN1C(=O)c2ccccc2C1=O)C1CCCCC1,1,2,0.8,-8,10,0,-4,1.6,4,-1.0
O=C(c1ccco1)N(Cc1cccs1)C1CCS(=O)(=O)C1 (stereo unspecified),8,-4,-1.3,-4,4,-2,-11,-0.8,-1,0.9
COc1ccc(NC(=O)CCCC2=NS(=O)(=O)c3ccccc3N2)cc1,-13,-8,-0.9,0,4,-1,-3,-1.8,-1,0.3
CCOC(=O)c1ccc(Oc2nc(OC)cc(OC)n2)cc1,1,-2,-1.7,1,11,3,-10,-0.1,-1,-1.4
C/C(=N\NC(=O)COc1cc(C)cc(C)c1)c1cccc(NC(=O)C2CCC2)c1,-2,-4,-1.7,2,-6,-5,-2,2.4,0,0.3
Cc1ccc(-c2nc3[nH]c(=O)cc(NC(=O)C(C)C)n3n2)cc1,-7,2,-0.1,4,-2,1,-3,-0.6,1,1.5
CN(C(=O)CSc1nnnn1-c1ccc(Cl)cc1)C1CCS(=O)(=O)C1 (stereo unspecified),-5,-10,-0.4,-1,-6,4,-2,-0.7,0,0.0
O=S1(=O)NC(=NC2CCCCCC2)c2ccccc21,-6,-2,-0.6,-5,0,1,-5,-0.6,3,-0.8
CN(Cc1ccc(Cl)cc1Cl)C(=O)c1cc(=O)c2ccccc2o1,-7,-7,0.3,-5,8,-1,-1,0.6,2,0.0
COc1ccc(C2=NN(S(C)(=O)=O)C(c3cccs3)C2)cc1OC (stereo unspecified),-14,-10,1.6,-6,-5,7,-4,-0.6,5,0.4
CN(C)CCN(Cc1ccccc1)c1ccnc(N(C)C)c1C#N,-2,-12,0.8,-4,-13,-4,-6,-3.6,-3,-1.6
Cc1ccc(/C=C/C(=O)N2CCc3ccccc3C2)cc1,-7,-6,0.7,-12,5,-8,-3,1.1,0,-0.6
CSc1sc(C(=O)NCC2CC2)cc1S(=O)(=O)C(C)C,-17,0,1.1,-5,-2,0,0,-0.8,2,0.0
CCOCCCNC(=O)C(c1ccc(OC)cc1)N(Cc1cccs1)C(=O)c1ccccc1O (stereo unspecified),-4,2,1.1,4,2,-2,-4,-0.4,0,-1.0

# From PubChem BioAssay
